# Compound activity from PubChem BioAssay.
# KKLEB cytotox = cytotoxicity in KKLEB CF airway cells, primary screen, cytotoxicity control for CF NF-kB inhibitor project, cell-based, uHTS, fluorescence assay plates; KKLEB CF airway cells viability, ATPlite luminescence, overnight; active compounds read low; cells stimulated with P. aeruginosa culture filtrate; activity change (cytotoxicity), % at 5 µM; 360,000 tested, 0.36% active; AID 602141, 2011;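 active means corrected activity change at or below -50% at 5 µM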
# Peg3 prom inh = Peg3 promoter-driven luciferase inhibitors, primary screen, cell-based, HeLa, luciferase luminescence. HeLa PEG-Prom luciferase reporter, overnight. AID 588405, 2011. 360,000 tested, 1.7% active. inhibition, % at 20 µM;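 active means inhibition of at least 50% at 20 µM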
# TRPM1 prom inh = inhibitors of MITF-dependent TRPM1 promoter reporter, primary screen, cell-based, SK-MEL-5, single point, luciferase. inhibition, % at 12.5 µM. SK-MEL-5 TRPM1 promoter luciferase, 24 h. 330,000 tested, 0.83% active;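 active means mean inhibition across replicates of 60% or more, whatever share of single replicates reaches that level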; further: values of inactives mirror those of a sister screen read the other way
# HIF-2a block = HIF-2a reporter inhibitors, primary screen, luminescence, 786-0 RCC cells; 786-0 RCC cells HIF-2a reporter, luciferase luminescence, overnight; inhibition, % at 18.8 µM; 360,000 tested, 0.72% active; AID 624352, 2012;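 active means inhibition of the luminescence signal of 40% or more relative to plate controls, in a single-dose primary screen at 18.75 µM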
# Shn3 3UTR inh = reduction of Shn3 3'UTR firefly luciferase signal, primary screen, Schnurri-3 inhibitor project, cell-based, Clone20 osteoblasts, set 2; Clone20 osteoblast Shn3 3'UTR firefly luciferase, 24 h; inhibition, % at 12.5 µM; 360,000 tested, 0.52% active; AID 588674, 2011;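 active means mean inhibition of at least 75% with every replicate also reaching 75%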;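 further: 0% = median of neutral control wells and 100% = pilot-screen positive control compound; some compounds past the cut are filed as inactive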
# TROY NFkB inh = inhibitors of TROY-driven NF-kB signaling, primary screen, Q293 LMP1-TROYcd cells, NF-kB luciferase, uHTS; 360,000 tested, 0.98% active; AID 1347056, 2019; Q293 LMP1-TROYcd NF-kB luciferase reporter, 4 h; inhibition, % at 10 µM;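 active means compounds whose plate-normalised and pattern-corrected inhibition of the luciferase reporter signal at the single screening dose is 50% or more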
# CF NFkB inh = inhibitors of PAF-induced NF-kB signaling, primary screen, cell-based, GFP fluorescence, uHTS. KKLEB NF-kB-GFP reporter, GFP fluorescence overnight. inhibition, % at 5 µM. 360,000 tested, 0.86% active;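 active means at least 50% inhibition at 5 µM, scaled per plate between neutral and stimulator controls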;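 further: PAF is a Pseudomonas aeruginosa culture filtrate used as stimulus; plate controls were PAF-stimulated DMSO wells for no effect and unstimulated DMSO wells for full effect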
# TWEAK Fn14 block = inhibitors of TWEAK-Fn14 signaling, primary screen, luciferase reporter cells, uHTS; 360,000 tested, 2% active; inhibition, % at 10 µM; TWEAK-stimulated Fn14 reporter cells, luciferase luminescence, 8 h; in the data active means inhibition above about 50%
# NR2E3 ag-1 = inhibitors of NR2E3-RetCOR corepressor binding, primary screen, NR2E3 agonist project, biochemical, TR-FRET, GST-NR2E3, biotin-RetCOR; Photoreceptor-specific nuclear receptor (Homo sapiens), Q9Y5X4; 1536-well; inhibition of corepressor binding, % at 4.78 µM; 320,000 tested, 0.12% active; AID 2300, 2010;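 active means percent inhibition above the cutoff of mean plus 3 SD of all tested compounds, set per screening campaign, cut at about 20% in these data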;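 further: 0% = DMSO wells and 100% = biotin wells as full block of FRET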
# Target sequence (Q9Y5X4 whole entry, looked up): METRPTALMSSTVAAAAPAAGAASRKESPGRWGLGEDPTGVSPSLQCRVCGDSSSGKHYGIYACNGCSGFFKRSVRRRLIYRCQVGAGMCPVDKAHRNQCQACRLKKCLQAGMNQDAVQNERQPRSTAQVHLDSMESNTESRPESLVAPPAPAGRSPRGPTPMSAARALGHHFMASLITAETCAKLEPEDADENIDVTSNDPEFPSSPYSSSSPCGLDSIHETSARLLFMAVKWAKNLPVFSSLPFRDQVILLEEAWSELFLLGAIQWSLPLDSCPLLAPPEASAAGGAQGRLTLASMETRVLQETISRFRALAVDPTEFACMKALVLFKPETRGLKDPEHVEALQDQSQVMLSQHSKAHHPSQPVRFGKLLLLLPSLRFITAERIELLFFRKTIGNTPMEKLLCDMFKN
#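 Material: NR2E3–RetCOR corepressor complex | Quantity: 1.35 nM GST-tagged NR2E3 final | Schedule: 5 h at 4 °C | Replication: Singlicate compound wells | Reagent: RetCOR corepressor, biotinylated, 7 nM | Controls: Biotin wells as high control, 0.6% DMSO wells as low control | Signal: TR-FRET, Eu(K)-anti-GST donor, streptavidin-D2 acceptor, ex 340, em 617/671 nm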
# TRAIL sens C8 = viability loss with TRAIL in NB7+C8 cells, primary screen, TRAIL sensitizer project, cell-based, ATPlite luminescence; inhibition (viability loss, TRAIL sensitization), % at 10 µM; 360,000 tested, 1% active;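 active means compounds causing at least 50% loss of cell viability in the single-dose screen, relative to plate controls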
# NR2E3 ag-2 = NR2E3 agonists in two-hybrid cells, primary screen, cell-based, luminescence, CHO-S, Gal4-NCOR/VP16-NR2E3; Photoreceptor-specific nuclear receptor (Homo sapiens), Q9Y5X4; inhibition of corepressor binding, % at 3.98 µM; 360,000 tested, 0.35% active; AID 602229, 2012; luciferase;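 active means inhibition above the mean of all tested compounds plus 3 SD, cut at about 70% in these data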;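 further: 0% = DMSO with NR2E3 transfected cells and 100% = cells lacking NR2E3 construct; higher means lower luciferase signal from less NR2E3 corepressor binding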
# An asterisk follows results filed as active; · = no result given. The list is partial; rates above refer to the full screens.
# Below each compound: CF NFkB inh	Peg3 prom inh	TROY NFkB inh	TRAIL sens C8	Shn3 3UTR inh	NR2E3 ag-2	TRPM1 prom inh	NR2E3 ag-1	HIF-2a block	TWEAK Fn14 block	KKLEB cytotox
1) CC(C)CNc1ncnc2c1sc1nc(N3CCOCC3)c3c(c12)CC(C)(C)OC3
    35	16	10	-1	14	-5	-3	1	7	-27	-39
2) COc1ccc(N2CCN(S(=O)(=O)Cc3ccccc3)CC2)cc1
    -18	-4	9	-19	12	2	-3	1	-28	8	3
3) Cc1ccc(S(=O)(=O)Nc2nsc(N)n2)cc1
    1	-2	10	-13	-9	10	8	-2	12	-6	7
4) CCC(C(=O)OCCOCCN(CC)CC)c1ccccc1 (stereo not drawn)
    -4	-9	-23	-14	4	18	·	-1	11	-5	9
5) O=C(Nc1ccc2c(c1)OCO2)c1csc([C@H]2C[C@H](O)[C@@H](CO)O2)n1
    -1	-132	-17	5	-30	-68	·	·	-123	24	7
6) Cc1cc(C)cc(OC(C)C(=O)Nc2ccccc2C(=O)NCc2cccnc2)c1 (stereo not drawn)
    -22	14	-1	5	11	-18	4	-2	19	-3	2
7) O=C(CC1C(=O)NCCN1Cc1cccc(Oc2ccccc2)c1)NCCc1cscn1 (stereo not drawn)
    18	9	-5	-16	12	12	-12	1	19	6	-8
8) Cc1ccc(NC(=O)c2ccccc2F)c(NC(=O)c2ccccc2F)c1
    -6	-43	-26	-21	-32	-12	-20	-3	-172	-32	11
9) COC(=O)[C@@H](Cc1c[nH]c2ccccc12)NCc1cccc(B(O)O)c1
    2	-3	-1	-8	15	-18	9	·	8	5	-20
10) CN(C(=O)COC(=O)c1cnc(Cl)c(Cl)c1)C1CCS(=O)(=O)C1 (stereo not drawn)
    14	20	11	1	1	1	4	1	11	10	-7
11) COc1ccc(OCC(=O)NC(=S)Nc2ccc(S(=O)(=O)Nc3cc(C)on3)cc2)cc1
    1	5	-19	1	3	-10	2	1	20	-2	10
12) Cc1ccc([N+](=O)[O-])c2c1C(N1CCCCC1)C(C)(C)O2 (stereo not drawn)
    6	22	14	6	5	15	-9	1	25	-3	-10
13) O=S(=O)(Nc1ccc(S(=O)(=O)N2CCOCC2)cc1)c1ccccc1
    -1	4	-3	-17	5	22	4	2	19	6	7
14) CC(=O)Nc1ccc2nc(-c3ccncc3)[nH]c2c1
    6	8	7	13	4	-42	-1	3	12	11	7
15) O=C(Nc1ccccc1)c1cc2ccc3ccccc3c2s1
    -22	-286	-63	16	-132	-83	-35	-3	-237	-24	23
16) CCN(CC)c1ccc(NC(=O)CN2CCN(S(=O)(=O)c3cc(Cl)ccc3OC)CC2)cc1
    -4	14	8	-2	-2	10	-1	0	1	6	-19
17) CCOC(=O)CN1CC23C=CC(O2)C(C(=O)NCc2ccccc2OC)C3C1=O (stereo not drawn)
    13	6	0	1	-5	-14	2	6	6	-3	-2
18) COc1cc(C(CC(=O)Nc2ccccn2)N2Cc3ccccc3C2=O)cc(OC)c1OC (stereo not drawn)
    -11	-1	11	3	2	-10	-1	3	14	-38	-2
19) CCc1nnc(NC(=O)C2=CCN(S(=O)(=O)c3ccc(F)cc3)CC2)s1
    -21	-3	3	-10	-11	-13	6	0	16	24	14
20) CCC(C)NC(=O)C1c2ccccc2C(=O)N1Cc1ccc(F)cc1 (stereo not drawn)
    -14	-2	8	-28	-21	-23	6	2	17	-1	11
21) Cn1nnc2cc(NC(=O)Nc3ccccc3F)ccc21
    -11	-195	-23	33	-63	-126	·	·	-168	35	4
22) O=C1C(=Cc2cn(-c3ccccc3)nc2-c2ccc(OCc3ccccc3)cc2)SC(=S)N1CCS(=O)(=O)O
    13	1	13	2	-14	-13	·	·	3	41	10
23) O=C(CN1C(=O)C2C3C=CC(C3)C2C1=O)Nc1nc(-c2ccccn2)cs1 (stereo not drawn)
    4	8	4	8	41	2	15	0	-7	18	-3
24) COc1ccc2nc(SCc3cnc(C)nc3N)[nH]c2c1
    8	-14	-3	-14	-20	-7	-6	-4	0	-6	14
25) Cc1nc(C(C)NC(=O)c2ccc(OC3CCN(Cc4ccccn4)CC3)cc2)c(C)s1 (stereo not drawn)
    -11	9	0	-2	-2	-4	5	-2	1	-1	13
26) O=C1c2ccccc2C(=O)N1OCc1cccc(Cl)c1
    -4	-3	-50	-13	3	12	8	3	4	14	-11
27) CCN(CC)S(=O)(=O)c1ccc(-c2csc(C)n2)cc1
    14	-1	-8	1	-2	-17	-9	2	-25	1	0
28) O=C(Nc1nc2ccc(SC(F)F)cc2s1)c1ccc(NS(=O)(=O)c2ccc(F)c(F)c2)cc1
    -34	-76	54*	3	1	-60	-6	2	-143	71*	3
29) C[C@@H]1CN([C@H](C)CO)C(=O)c2cc(Br)cnc2O[C@H]1CN(C)C(=O)Cc1ccncc1
    -34	3	-5	-3	84	-17	·	·	11	-1	4
30) Cc1ccc(NC(=S)N2CCCCC2CO)cc1C (stereo not drawn)
    0	-83	-46	0	-9	-9	-10	-3	-114	-5	2

# One compound at a time, from the list above. Order of screens: CF NFkB inh, Peg3 prom inh, TROY NFkB inh, TRAIL sens C8, Shn3 3UTR inh, NR2E3 ag-2, TRPM1 prom inh, NR2E3 ag-1, HIF-2a block, TWEAK Fn14 block, KKLEB cytotox
# Cc1ccc(NC(=S)N2CCCCC2CO)cc1C (stereo not drawn) is listed with 0, -83, -46, 0, -9, -9, -10, -3, -114, -5, 2
# O=C1c2ccccc2C(=O)N1OCc1cccc(Cl)c1 is listed with -4, -3, -50, -13, 3, 12, 8, 3, 4, 14, -11

# Other results follow:
# Below each compound: CF NFkB inh	Peg3 prom inh	TROY NFkB inh	TRAIL sens C8	Shn3 3UTR inh	NR2E3 ag-2	TRPM1 prom inh	NR2E3 ag-1	HIF-2a block	TWEAK Fn14 block	KKLEB cytotox
31) Cc1ccc(Cn2cc(/C=C/C(=O)O)c(-c3ccccc3)n2)cc1
    -19	0	5	22	-3	-28	0	-1	9	1	-12
32) CC(C)NS(=O)(=O)c1ccc(OCC(=O)N2CCc3ccccc3C2)cc1
    -18	10	0	-2	11	-7	-7	1	18	-2	6
33) Cc1ccc(NC(=S)NCc2ccccc2)cc1[N+](=O)[O-]
    6	-44	-32	16	-3	-20	-1	-1	-61	-13	1
34) CN1CCN(C(=S)NC(=O)c2cccc(S(=O)(=O)N(C)C)c2)CC1
    1	-2	-22	-1	7	28	-4	1	21	19	0
35) COc1cc2c(cc1NC(=O)CN1CCN(S(=O)(=O)c3ccc(C)cc3)CC1)oc1ccccc12
    -4	4	-5	-6	21	12	5	5	11	1	2
36) CCc1cc(C(=O)N2CCN(C(=O)c3ccco3)CC2)sc1C
    -27	4	-20	-24	-1	-17	7	2	-7	13	18
37) O=C(Nc1cnn(Cc2c(Cl)cccc2Cl)c1)c1ccc([N+](=O)[O-])cc1
    -8	-74	-54	3	-19	-39	-24	3	-127	-3	6
38) CCOc1ccc(C(=O)NCC(=O)NNC(=O)c2cc(C)oc2C)cc1OCC
    3	47	1	-7	1	-11	-7	·	9	7	1
39) Cc1cccc(CC(=O)NCCS(=O)(=O)N2CCN(c3cccc(Cl)c3)CC2)c1
    -11	17	18	-17	-8	7	-3	-2	21	-6	1
40) Nc1ccc(NC(=O)c2ccc(C(=O)Nc3ccc(N)cc3)cc2)cc1
    4	3	-23	-24	18	-1	12	0	2	-29	-11
41) O=C(NC1CC1)c1cc2ccccc2o1
    -5	-32	-20	-4	-22	-35	-7	2	-51	-10	12
42) CC(O)Cc1nsc(NC(=O)c2cccs2)n1 (stereo not drawn)
    13	-23	-19	5	6	-47	3	2	-15	5	-9
43) Cc1cc2nsnc2c(S(=O)(=O)N2CCN(C)CC2)c1C
    18	9	-10	2	-4	-21	-7	4	7	12	-20
44) O=C(NC1CCCCC1)c1ccc2c(c1)S(=O)(=O)c1ccccc1C2=O
    -20	-19	-26	14	-8	0	-11	0	-37	-38	2
45) CSc1nc2c(ccc3ccccc32)o1
    5	-32	-24	-20	-19	-32	-28	3	-65	-7	10
46) COc1ccc(CC(=O)OCC(=O)N2CCCC(C)C2)cc1 (stereo not drawn)
    -11	3	-22	-1	-3	-9	3	0	6	11	-1
47) Cc1ccc(O)c(C(=O)c2cnc3c(c2)CN(C)C(=O)N3)c1
    18	20	22	25	16	-14	3	-1	16	21	-7
48) COc1cc2oc(=O)cc(CN3CCN(c4ccc(Cl)c(Cl)c4)CC3)c2cc1Cl
    6	17	11	-18	11	-38	·	·	10	-7	-13
49) CCCP(=O)(CCC)CCP(=O)(c1ccccc1)c1ccccc1
    10	7	4	-6	6	2	9	1	15	10	-7
50) CCN(CC)CCCNC(=O)c1oc2ccc3c(c2c1C)C(O)CC(C)(C)O3 (stereo not drawn)
    13	15	-4	5	0	6	-2	·	15	-14	-11
51) O=C(Nc1ccccc1)OC1CCS(=O)(=O)C1 (stereo not drawn)
    4	-8	17	-2	-20	-27	14	0	7	4	1
52) CCN(c1cc(C)cc(C)c1)S(=O)(=O)c1nnc(NC(=O)C(C)C)s1
    2	20	9	-15	6	6	-2	·	20	28	-7
53) N#Cc1cc(Oc2cccc3cccnc23)c(-n2nnc3ccccc32)cc1C#N
    -8	22	-31	11	-23	7	22	2	28	-15	-8
54) Cc1nc(=O)c(-c2ccccc2)c(C)n1-c1ccc(S(N)(=O)=O)cc1
    9	11	-31	-4	14	19	0	0	8	21	-12
55) CCCN1C(=O)C(O)(C2COC(C)(C)CC2=O)c2ccccc21 (stereo not drawn)
    0	-4	1	-1	7	-26	-5	-2	8	-1	11
56) S=C(Nc1cccc2ccccc12)N1CCN(c2ncccn2)CC1
    9	-109	11	-7	-31	-88	-2	4	-122	-11	-11
57) COc1ccc(NC(=O)/C(=C\c2ccc(OC)c(OC)c2)NC(=O)c2ccco2)cc1
    9	3	12	5	11	-37	-2	3	6	-9	-2
58) CCCCNC(=O)CCNC(=O)c1ccc(C(C)(C)C)cc1
    -2	10	13	7	16	5	-5	3	7	-10	9
59) COc1ccc(-c2csc(NC(=O)CS(=O)(=O)c3ccccc3)n2)cc1
    -7	-12	-2	-17	8	-15	-13	2	-33	5	9
60) CCC(=O)c1ccc(OCc2ccc(C#N)cc2)cc1
    -4	-219	-47	7	-5	-131	5	-1	-276	-28	0
61) Cc1cc(C(F)(F)F)nn1CC(=O)Nc1ccc(Br)c2cccnc12
    5	8	6	0	15	-9	5	-2	21	11	4
62) Cc1ccc(NC(=O)N2CCN(C(=O)C3CCCO3)CC2)cc1 (stereo not drawn)
    -12	3	-5	-10	4	12	-8	6	-6	15	0
